HTRA1 inhibitor: blocks human HTRA1 serine peptidase | Q92743 | recombinant HTRA1, FP-rhodamine activity-based probe, fluorescence polarization | inhibition, % at 5.96 µM | 340,000 compounds, 0.5% hits | AID 504803; in the data active = inhibition above about 36%;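 note: 0% = enzyme with DMSO and 100% = wells lacking enzyme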
Target sequence (Q92743 whole entry, looked up): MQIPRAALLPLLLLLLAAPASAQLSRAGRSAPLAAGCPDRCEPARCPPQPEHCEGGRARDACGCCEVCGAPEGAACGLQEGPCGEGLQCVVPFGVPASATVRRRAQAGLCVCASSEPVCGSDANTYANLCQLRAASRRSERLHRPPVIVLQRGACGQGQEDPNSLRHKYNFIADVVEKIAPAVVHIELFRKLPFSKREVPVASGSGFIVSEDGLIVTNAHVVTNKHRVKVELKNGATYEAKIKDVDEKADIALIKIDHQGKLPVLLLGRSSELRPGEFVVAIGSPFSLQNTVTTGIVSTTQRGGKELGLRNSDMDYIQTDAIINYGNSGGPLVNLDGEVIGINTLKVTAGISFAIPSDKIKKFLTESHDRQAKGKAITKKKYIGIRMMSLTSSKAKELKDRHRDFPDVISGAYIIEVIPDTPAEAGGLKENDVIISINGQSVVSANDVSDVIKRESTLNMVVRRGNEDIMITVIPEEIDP
mABHD4 FP: inhibitors of mouse ABHD4 | Q8VD66 | purified mABHD4, FP-Rh probe fluorescence polarization | inhibition, % at 8.92 µM | 370,000 compounds, 0.54% hits;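 active = inhibition exceeding the mean over every tested compound plus 3 SD, cut at about 30% in these data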;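 note: 0% = plate median of compound wells and 100% = S159A mutant with DMSO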
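Material: mouse ABHD4 enzyme, wild type; Benchmarks: S159A mutant high control, sample median low control; Buffer or medium: HEPES pH 7.0, NaCl, Pluronic buffer; Signal: fluorescence polarization; Read-out: percent inhibition of probe binding, normalized to plate controls; Timing: pre-incubation 45 min, probe exposure 60 min, at 25 °C; Dosing: 8.92 µM, single dose.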
SIAE inh: inhibitors of human sialic acid acetylesterase SIAE; Q9HAT2; SIAE FP-Rh probe binding, fluorescence polarization; inhibition, % at 9.66 µM; 370,000 compounds, 0.69% hits; AID 1053197;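 active = inhibition above a cutoff: mean of compounds within the control limits plus 3 SD of those, cut at about 17% in these data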;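 note: 0% = plate median of compound wells and 100% = probe without SIAE protein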
TCR-CD3 inh: human TCR-CD3 binding inhibition. TAMRA-labeled TCR probe fluorescence, biochemical. inhibition, % at 9.4 µM. 360,000 compounds, 0.37% hits. AID 651800; in the data active = inhibition above about 19%;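 note: recombinant mutant TCR 2C K166C tagged with TAMRA read by polarization; 0% = receptor in buffer alone and 100% = receptor with positive control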
PG9 Ab binder: small molecules binding HIV-1 gp120 antibody PG9; TR-FRET gp120-PG9 antibody binding; inhibition, % at 6.7 µM; AID 624416; 360,000 compounds, 0.43% hits; in the data active = inhibition above about 8.5%
LEDGF integ inh: blocks HIV-1 LEDGF/p75-dependent DNA integration; TR-FRET IN-LEDGF/p75 DNA integration, Eu/Cy5; inhibition, % at 3.7 µM; 370,000 compounds, 0.64% hits; AID 743269;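 active = inhibition above the screen-wide mean plus 3 SD, cut at about 13% in these data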;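 note: signal is the Cy5 over europium emission ratio at 671 and 618 nm; 0% = plate median of compound wells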
UHRF1 MBD2 ctr: UHRF1 methyl-DNA binding inhibition; Q96T88; UHRF1 binding to methylated oligo, TR-FRET; inhibition, % at 4.4 µM; 370,000 compounds, 0.75% hits; AID 687016; in the data active = inhibition above about 21%;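 note: UHRF1 SRA domain binding a hemimethylated CpG hairpin DNA probe; 0% = median of test compound wells and 100% = reference inhibitor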
PRMT1 FP inh: PRMT1 (human) inhibition, primary screen; Q99873; recombinant PRMT1, activity-based probe fluorescence polarization; inhibition, % at 2.79 µM; 370,000 compounds, 1.3% hits; AID 652257;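 active = inhibition above about 21% made by adding two undisclosed values, limit read from the data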
Target sequence (Q99873 whole entry, looked up): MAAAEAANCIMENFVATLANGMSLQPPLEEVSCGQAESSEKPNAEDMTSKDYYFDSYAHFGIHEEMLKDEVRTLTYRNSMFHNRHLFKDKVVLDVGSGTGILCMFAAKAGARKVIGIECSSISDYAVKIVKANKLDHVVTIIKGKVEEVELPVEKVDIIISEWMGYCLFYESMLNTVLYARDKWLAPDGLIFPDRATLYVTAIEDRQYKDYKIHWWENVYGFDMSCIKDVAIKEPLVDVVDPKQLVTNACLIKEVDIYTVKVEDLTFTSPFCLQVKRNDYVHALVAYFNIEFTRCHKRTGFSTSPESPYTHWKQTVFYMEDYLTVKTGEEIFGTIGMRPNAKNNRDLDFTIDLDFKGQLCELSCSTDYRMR
DDE Tn7 FP inh: DD(E)-Tn7 binding inhibition, primary FP screen; P02675; FP displacement of FITC-Tn7 peptide from fibrin DD(E); 0% = median of compound wells per plate; inhibition, % at 8.3 µM; 370,000 compounds, 0.13% hits; AID 720508;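 active = inhibition above the mean of compounds falling within the control limits plus 3 SD of them, cut at about 14% in these data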;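 note: 0% = plate median of compound wells and 100% = 10 µM Aha-Tn7 peptide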
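System: human fibrin DD(E); quantity: Fibrin-DD(E) at 2 µM final; also added: fluorescent Tn7 probe at 0.1 µM; compound dosing: single nominal test concentration of 8.3 µM per compound; schedule: 10 min preincubation, 3 h with tracer, room temperature; detection: fluorescence polarization of the labelled Tn7 tracer; repeats: one replicate per compound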
TDP2 inh: blocks human TDP2 phosphodiesterase activity. AID 720702. O95551. inhibition, % at 12.8 µM. recombinant TDP2, T5PNP hydrolysis, p-nitrophenol absorbance 415 nm. 370,000 compounds, 0.34% hits;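 active = inhibition above the mean of all tested compounds plus 3 SD, set per campaign, cut at about 25% in these data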;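 note: 0% = DMSO with enzyme and 100% = buffer with substrate but no TDP2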
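Assay system: recombinant human TDP2 / Reagent: T5PNP substrate at 5 mM, a TopII-DNA adduct mimic / Measured by: epi absorbance from released p-nitrophenol / Evaluation: % inhibition relative to enzyme-containing and enzyme-free wells / Control set: enzyme-free and DMSO wells / Replicates: each compound tested once, singlicate / Schedule: enzyme reaction with compound for 2 h at 37 °C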
* marks the source's active call; other numbers are inactive results; . = not tested or not shown. These rows are one share of the data, so the mix of outcomes need not match the whole.

Letter code: A = HTRA1 inhibitor; B = mABHD4 FP; C = SIAE inh; D = TCR-CD3 inh; E = PG9 Ab binder; F = LEDGF integ inh; G = UHRF1 MBD2 ctr; H = PRMT1 FP inh; I = DDE Tn7 FP inh; J = TDP2 inh
CC(=O)OC(C)(C)/C=C/C(=O)C(C)(O)C1[C@H](O)C[C@@]2(C)C3CC=C4C(CC[C@@H](O)C4(C)C)[C@]3(CO)C(=O)C[C@]12C (stereo partly specified)
  A: 3 | B: 6 | C: 3 | D: -2 | E: 0.7 | F: -1 | G: 2 | H: 1 | I: 6 | J: 9
O=C1Nc2ccccc2C1Cc1nc2ccccc2c(=O)n1-c1ccccc1 (stereo unspecified)
  A: 0 | B: -4 | C: -8 | D: 7 | E: -0.8 | F: 0 | G: 1 | H: 2 | I: 3 | J: -5
O=S(=O)(c1ccc(Cl)cc1)N1Cc2ccc(Br)cc2-n2nncc2C1
  A: . | B: 2 | C: 2 | D: -6 | E: 0.4 | F: -2 | G: 3 | H: 4 | I: -1 | J: 6
CN1CCN(Cc2nnc3n2-c2ccc(Cl)cc2C(c2ccccc2)=NC3)CC1
  A: 5 | B: 4 | C: -8 | D: 1 | E: -1.2 | F: 2 | G: -3 | H: -4 | I: -4 | J: -2
CC(=O)OC1CC(OC2C(O)CC(OC3C(O)CC(OC4CCC5(C)C(CCC6C5CCC5(C)C(C7=CC(=O)OC7)CCC65O)C4)OC3C)OC2C)OC(C)C1OC1OC(CO)C(O)C(O)C1O (stereo unspecified)
  A: -1 | B: -1 | C: -1 | D: -4 | E: -1.8 | F: 1 | G: 7 | H: -3 | I: -7 | J: 6
CC(O)(CS(=O)(=O)c1cccc(C(F)(F)F)c1)C(=O)Nc1ccc(C(F)(F)F)cc1 (stereo unspecified)
  A: -18 | B: -7 | C: 1 | D: 4 | E: 1.2 | F: -1 | G: 0 | H: 0 | I: 5 | J: 3
Cc1ccc(C)c(OCC(=O)N2CCCN(C)CC2)c1
  A: 5 | B: -2 | C: 4 | D: 7 | E: -0.9 | F: 3 | G: 0 | H: -4 | I: 4 | J: 1
CCCn1c(C)c(C(=O)c2cccc3ccccc23)c2ccccc21
  A: -24 | B: -25 | C: -4 | D: 8 | E: -3.2 | F: 0 | G: -2 | H: -4 | I: -9 | J: -2
OC(c1ccccc1)(c1ccccc1)c1ccncc1
  A: 0 | B: 0 | C: 6 | D: 0 | E: -0.4 | F: 4 | G: 1 | H: -1 | I: -3 | J: -7
Cc1cccc(-n2c(-c3ccco3)nc3ccccc3c2=O)c1C
  A: 2 | B: 0 | C: -2 | D: 5 | E: -1.4 | F: 2 | G: -4 | H: -2 | I: 3 | J: 2
CC(C)(C)c1ccc(S(=O)(=O)N2CC3CC(C2)c2cccc(=O)n2C3)cc1 (stereo unspecified)
  A: -1 | B: -3 | C: -7 | D: -1 | E: -1.8 | F: -3 | G: 1 | H: -2 | I: -2 | J: 7
CC(=NCCc1ccccc1)c1c(O)[nH]c(=O)[nH]c1=O
  A: 10 | B: -2 | C: 6 | D: -5 | E: -0.7 | F: 0 | G: 0 | H: -1 | I: -6 | J: -7
CCC(NC(=O)OC(C)(C)C)C(=O)Oc1cc(C)cc2oc(=O)c3c(c12)CCC3 (stereo unspecified)
  A: -2 | B: -9 | C: 4 | D: 3 | E: -1.4 | F: 1 | G: -2 | H: 1 | I: 2 | J: -1
N#Cc1ccc(NC(=O)CN2CCCC2)cc1Cl
  A: -1 | B: 4 | C: 0 | D: -7 | E: 1.9 | F: -2 | G: 2 | H: 2 | I: -1 | J: -10
CCOC(=O)[C@]12Cc3cc(C)ccc3[C@H]1N(Cc1ccccc1)C(=O)c1cc(OC)ccc12
  A: . | B: -8 | C: -3 | D: 6 | E: -0.9 | F: -4 | G: 7 | H: 0 | I: 11 | J: -8

Shown with two lines to a compound: entries from further up
The line under a structure holds: HTRA1 inhibitor | mABHD4 FP | SIAE inh | TCR-CD3 inh | PG9 Ab binder | LEDGF integ inh | UHRF1 MBD2 ctr | PRMT1 FP inh | DDE Tn7 FP inh | TDP2 inh
- CC(=O)OC(C)(C)/C=C/C(=O)C(C)(O)C1[C@H](O)C[C@@]2(C)C3CC=C4C(CC[C@@H](O)C4(C)C)[C@]3(CO)C(=O)C[C@]12C (stereo partly specified)
    3 | 6 | 3 | -2 | 0.7 | -1 | 2 | 1 | 6 | 9
- O=C1Nc2ccccc2C1Cc1nc2ccccc2c(=O)n1-c1ccccc1 (stereo unspecified)
    0 | -4 | -8 | 7 | -0.8 | 0 | 1 | 2 | 3 | -5
- O=S(=O)(c1ccc(Cl)cc1)N1Cc2ccc(Br)cc2-n2nncc2C1
    . | 2 | 2 | -6 | 0.4 | -2 | 3 | 4 | -1 | 6
- CN1CCN(Cc2nnc3n2-c2ccc(Cl)cc2C(c2ccccc2)=NC3)CC1
    5 | 4 | -8 | 1 | -1.2 | 2 | -3 | -4 | -4 | -2
- CC(=O)OC1CC(OC2C(O)CC(OC3C(O)CC(OC4CCC5(C)C(CCC6C5CCC5(C)C(C7=CC(=O)OC7)CCC65O)C4)OC3C)OC2C)OC(C)C1OC1OC(CO)C(O)C(O)C1O (stereo unspecified)
    -1 | -1 | -1 | -4 | -1.8 | 1 | 7 | -3 | -7 | 6
- CC(O)(CS(=O)(=O)c1cccc(C(F)(F)F)c1)C(=O)Nc1ccc(C(F)(F)F)cc1 (stereo unspecified)
    -18 | -7 | 1 | 4 | 1.2 | -1 | 0 | 0 | 5 | 3
- Cc1ccc(C)c(OCC(=O)N2CCCN(C)CC2)c1
    5 | -2 | 4 | 7 | -0.9 | 3 | 0 | -4 | 4 | 1
- CCCn1c(C)c(C(=O)c2cccc3ccccc23)c2ccccc21
    -24 | -25 | -4 | 8 | -3.2 | 0 | -2 | -4 | -9 | -2
- OC(c1ccccc1)(c1ccccc1)c1ccncc1
    0 | 0 | 6 | 0 | -0.4 | 4 | 1 | -1 | -3 | -7

Other entries follow.
Letter code: A = HTRA1 inhibitor; B = mABHD4 FP; C = SIAE inh; D = TCR-CD3 inh; E = PG9 Ab binder; F = LEDGF integ inh; G = UHRF1 MBD2 ctr; H = PRMT1 FP inh; I = DDE Tn7 FP inh; J = TDP2 inh
CCOC(=O)c1c(C)n(CC(O)CN2CCOCC2)c2cc(Br)c(OC)cc12 (stereo unspecified)
  A: -2 | B: 0 | C: -3 | D: 8 | E: 0.4 | F: 0 | G: 4 | H: -4 | I: -4 | J: -8
O=C1Nc2ccccc2/C1=C/c1cnc[nH]1
  A: -1 | B: 1 | C: 2 | D: 4 | E: -10 | F: -4 | G: -19 | H: -1 | I: 5 | J: -5
Cc1ccc(NC(=O)CSc2nnc([C@@H](N)Cc3c[nH]c4ccccc34)o2)c(C)c1
  A: -6 | B: 10 | C: 11 | D: 2 | E: -0.4 | F: 1 | G: -1 | H: 8 | I: -1 | J: 4
COc1c(C=C2C(=O)NC(=O)NC2=O)c(CCN(C)C(=O)c2ccccc2)cc2c1OCO2
  A: -1 | B: 4 | C: 5 | D: 2 | E: 0.3 | F: -6 | G: -5 | H: 16 | I: 1 | J: 9
Cc1cccc(-c2nc3ccccc3c(=O)n2-n2cccc2)c1
  A: -4 | B: 1 | C: 1 | D: 8 | E: -0.1 | F: 0 | G: 0 | H: 0 | I: 5 | J: 6
Cc1ccc(-c2nc3ccc(C)cn3c2CC(=O)N(C)C)cc1
  A: 0 | B: -1 | C: 4 | D: 2 | E: -1.9 | F: 4 | G: 0 | H: -5 | I: -5 | J: 8
O=C1NC(=O)C(CCOc2ccccc2)(CCc2ccccc2)C(=O)N1
  A: 1 | B: -3 | C: -6 | D: -3 | E: 0.3 | F: -1 | G: 2 | H: 5 | I: -2 | J: -7
Cc1cc(Br)cn2c(CC(=O)N3CCCCC3)c(-c3ccc(F)cc3)nc12
  A: . | B: -1 | C: 0 | D: 1 | E: 1.9 | F: -5 | G: 20 | H: 3 | I: -1 | J: 2

Screening results deposited in PubChem BioAssay by The Scripps Research Institute Molecular Screening Center.
